Source: PubChem (several laboratories)
N-glyco inh – blocks N-linked glycosylation in D54 reporter cells; D54 ERlucT glycosylation luciferase reporter, 24 h; percent of 100 nM tunicamycin response; hit rate 0.23% among 360,000; reporter increase, % at 12.5 µM; AID 588692;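 active means mean luciferase reporter signal, scaled so untreated is 0 and the glycosylation-blocking control 100, at or above a set limit in every replicate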;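 further: luciferase carries N-glycosylation sites so blocking glycosylation raises the light; 0% = median of neutral control wells and 100% = median of 100 nM tunicamycin wells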
MC4R antag cAMP – blocks human MC4R cAMP signaling; hit rate 0.48% among 360,000; AID 540295; MC4R-expressing cells, MTII-stimulated cAMP, LANCE TR-FRET; inhibition, % at 6.5 µM; P32245;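 active means inhibition above its plate's cutoff, the mean of tested wells on that plate plus 3 SD, cut at about 29% in these data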;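 further: 0% = Melanotan II alone and 100% = Melanotan II plus saturating MCL0020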
Target sequence (P32245 whole entry, looked up): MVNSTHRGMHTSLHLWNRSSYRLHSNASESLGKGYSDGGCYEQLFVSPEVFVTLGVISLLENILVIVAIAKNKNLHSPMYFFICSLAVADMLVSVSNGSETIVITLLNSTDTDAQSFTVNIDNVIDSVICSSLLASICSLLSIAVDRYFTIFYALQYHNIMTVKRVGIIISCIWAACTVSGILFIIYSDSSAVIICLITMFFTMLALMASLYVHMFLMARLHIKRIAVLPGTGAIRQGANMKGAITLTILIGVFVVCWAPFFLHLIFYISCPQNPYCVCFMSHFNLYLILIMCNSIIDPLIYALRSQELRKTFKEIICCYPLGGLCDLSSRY
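system = U2OS cells with stable human MC4R expression | also added = Melanotan II challenge after compound preincubation | dosing = one concentration, 6.5 µM nominal | incubation = compound 30 min, challenge 1 h, detection 1 h | measured by = TR-FRET with Eu-cAMP and labeled anti-cAMP, 671 nm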
ABCB6 inh MLPCN – blocks the human ABCB6 transporter; hit rate 0.19% among 360,000; fluorescence ratio to DMSO, % at 10 µM; K562-ABCB6 porphyrin accumulation, flow cytometry, 1 h; stronger effect = lower value; Q9NP58;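 active means fluorescence ratio to DMSO below 75%, the collection mean minus 3 SD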;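 further: signal is porphyrin accumulated inside mitochondria; 100% equals median channel fluorescence of DMSO control wells; lower ratio means ABCB6 inhibition with less porphyrin fluorescence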
CaV13 ICDI inh – Disruptors of the CACNA1D IQ motif to Ca2+-dependent inactivation inhibitor domain association, primary screening, Förster resonance energy transfer in intact living …; HEK cells, CFP/YFP FRET ICDI-IQ, plate reader, 10 min; percent FRET-ratio fall versus neutral wells; inhibition, % at 12.3 µM; hit rate 0.098% among 340,000;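 active means mean replicate inhibition of at least 30% and at least 1% of replicates passing that level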;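 further: 0% = median of the neutral control wells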
ABHD5 PLIN5 PPI – blocks binding of human ABHD5 to perilipin-5; Q00G26+Q8WTS1; Split G. princeps luciferase complementation, luminescence, 4 h; inhibition, % at 4 µM; hit rate 0.78% among 360,000;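 active means inhibition above the mean inhibition across every tested compound plus 3 SD, cut at about 22% in these data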;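 further: 0% = DMSO only wells and the 100% control is not disclosed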
PDI inh – inhibitors of human protein disulfide isomerase | inhibition, % at 10 µM | PDI insulin aggregation turbidity, A650, 90 min | hit rate 0.052% among 350,000;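 active means mean inhibition across replicates of 30% or more, whatever share of single replicates reach that level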;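 further: absorbance from insulin aggregation driven by PDI reduction with DTT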
Target sequence (P07237 whole entry, looked up): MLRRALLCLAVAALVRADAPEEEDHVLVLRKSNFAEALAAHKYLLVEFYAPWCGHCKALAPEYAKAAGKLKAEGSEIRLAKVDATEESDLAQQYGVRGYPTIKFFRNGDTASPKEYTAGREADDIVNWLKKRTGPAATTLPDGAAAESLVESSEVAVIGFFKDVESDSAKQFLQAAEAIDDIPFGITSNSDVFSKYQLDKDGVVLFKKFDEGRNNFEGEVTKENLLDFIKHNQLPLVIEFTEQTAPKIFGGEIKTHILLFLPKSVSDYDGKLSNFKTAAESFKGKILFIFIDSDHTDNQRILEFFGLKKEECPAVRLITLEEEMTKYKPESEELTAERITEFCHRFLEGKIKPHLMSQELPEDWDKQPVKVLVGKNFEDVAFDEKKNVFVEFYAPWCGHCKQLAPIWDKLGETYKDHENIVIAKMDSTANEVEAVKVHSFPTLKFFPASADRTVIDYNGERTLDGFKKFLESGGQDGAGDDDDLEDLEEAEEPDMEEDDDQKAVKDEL
H9c2 protect – myocardial damage modulation in H9c2 cells. H9c2 cardiomyocytes, H2O2 injury protection, ATPLite, 2 h. protection from H2O2 cell death, % at 20 µM. hit rate 0.63% among 360,000. AID 588492;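 active means compounds giving at least 50% protection of heart cells from peroxide-induced death in the single-dose screen, raw or plate-pattern-corrected value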;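 further: 0% = DMSO wells with peroxide and 100% = DMSO wells without peroxide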
Granule exo inh – blocks lytic granule exocytosis; inhibition, % at 10 µM; TALL-104 LAMP-1 surface exposure, flow cytometry; cells stimulated with thapsigargin and PMA; hit rate 0.66% among 360,000; AID 651702;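 active means inhibition above about 55%, limit read from the data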
m5-HT2A agonist – agonists of mouse serotonin 5-HT2A receptor (HTR2A) | P35363 | CHO-K1 mHTR2A beta-arrestin complementation, luminescence; percent of 30 µM serotonin response | activation, % at 7.6 µM | hit rate 0.66% among 360,000;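 active means activation above a run cutoff, the mean activation of all tested compounds plus 3 SD, cut at about 14% in these data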;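 further: 0% = plate median of compound wells and 100% = 30 µM serotonin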
MC4R barr agon – human MC4R agonism via beta-arrestin. U2OS MC4R beta-arrestin complementation, luminescence; percent of melanotan II response, DMSO zero. activation, % at 8.9 µM. hit rate 0.98% among 360,000. AID 540308;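 active means activation above a per-plate cutoff, the mean activation of sample wells on that plate plus 3 SD, cut at about 8% in these data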
Numbers without * were called inactive; . = no result given.

1	O=C(CC(c1ccccc1)c1ccco1)N1CCOCC1 (configuration not stated)
2	Cc1cc(C(=O)N2CCC2(C)C(=O)O)c(C)o1 (configuration not stated)
3	CN(C)C(=O)CSc1nnc(-c2cccnc2)n1-c1ccccc1
4	COCC(=O)Nc1ccc2c(c1)[C@@H]1C[C@H](CC(=O)NCc3ccccc3)O[C@@H](CO)[C@@H]1O2
5	COc1cc(NS(=O)(=O)c2cc3[nH]c(=O)c(=O)[nH]c3cc2C)cc(OC)c1OC
6	Cc1c(NS(=O)(=O)c2cc(C(=O)NC(C)c3ccccc3)ccc2Cl)c(=O)n(-c2ccccc2)n1C (configuration not stated)
7	CC(C)C(=O)Nc1nc2ccc(S(C)(=O)=O)cc2s1
8	CCCN(C(=O)C1CCCN(c2ncnc3c2nc2n3CCCCC2)C1)c1ccc(F)cc1 (configuration not stated)

compound no.,1,2,3,4,5,6,7,8
N-glyco inh,1,1,1,2,2,0,-1,-3
MC4R antag cAMP,6,15,5,15,0,4,4,4
ABCB6 inh MLPCN,102,102,97,107,107,85,109,95
CaV13 ICDI inh,-5,-5,-2,-3,-4,-6,-9,-2
ABHD5 PLIN5 PPI,-1,1,-2,-7,-7,-10,6,1
PDI inh,-1,-3,.,-4,.,-2,-4,3
H9c2 protect,8,1,17,10,0,1,-4,-1
Granule exo inh,-4,-1,2,-3,6,0,-7,8
m5-HT2A agonist,-2,2,6,3,5,-5,-3,0
MC4R barr agon,-0.6,2.0,-0.8,0.6,-0.4,-3.5,-1.1,-2.3

9	CCCCNc1nc2c(S(=O)(=O)c3ccccc3)nnn2c2ccccc12
10	O=C(Cn1[nH]c(=O)c2ccccc2c1=O)Nc1cccc(-c2nnc3n2CCCCC3)c1
11	O=S(=O)(Nc1cccc2ccccc12)N1CCCC1
12	O=S1(=O)CCC(NC(=S)SCc2ccccc2Br)C1 (configuration not stated)
13	COc1ccc(NS(=O)(=O)c2ccc(O)c(C(=O)OCC(=O)N3CC(C)OC(C)C3)c2)cc1 (configuration not stated)
14	Oc1ccc(CCC2CCCCN2Cc2nc(C3CC3)no2)cc1 (configuration not stated)
15	CCc1ccc(NC(=O)N(CCN2CCOCC2)C2CCN(C(C)=O)CC2)cc1
16	Cc1ccc2c(c1)N(CC(=O)NCc1ccco1)C(=O)CO2

compound no.,9,10,11,12,13,14,15,16
N-glyco inh,1,-2,1,10,1,-4,0,1
MC4R antag cAMP,20,-1,13,-3,2,6,-1,4
ABCB6 inh MLPCN,98,103,99,92,98,98,100,100
CaV13 ICDI inh,-6,.,-7,-4,-6,-7,.,-5
ABHD5 PLIN5 PPI,1,8,3,-20,-2,5,-6,0
PDI inh,.,-3,3,2,-6,21,6,-1
H9c2 protect,2,23,-3,-24,19,-5,3,9
Granule exo inh,6,-2,0,-3,-1,-1,-5,3
m5-HT2A agonist,0,8,3,7,6,5,0,-2
MC4R barr agon,1.5,0.3,-0.3,-0.8,-1.1,-1.2,-1.9,0.1

17	COc1cc(-c2nnc(NC(=O)C3=COCCO3)o2)cc(OC)c1OC
18	COCCn1c(N2CCN(c3ccccc3)CC2)nc2c1c(=O)n(C)c(=O)n2C
19	Oc1ccccc1-c1cc(-c2ccccc2Cl)[nH]n1
20	COc1ccc(NC(=O)CCN2CCN(S(=O)(=O)c3ccc(Br)cc3)CC2)cc1
21	CN1C2C=C3C(C#N)=C(N)C(C#N)(C#N)[C@@H](c4ccc(Cl)cc4)[C@@H]3C1CC2 (some centres not stated)
22	Nc1cnn(C2OC(CO)C(O)C2O)c(=O)n1 (configuration not stated)
23	O=C1CCC[C@@H]2Cc3nc4ccc(Cl)cc4cc3[C@@H]3CCN1[C@H]23
24	COc1cccc(N2CCN(C(=O)CC(NC(=O)c3ccccc3)c3ccccc3)CC2)c1 (configuration not stated)

compound no.,17,18,19,20,21,22,23,24
N-glyco inh,-2,5,-8,-1,3,1,3,0
MC4R antag cAMP,9,5,-1,5,16,-4,-1,5
ABCB6 inh MLPCN,99,99,103,101,95,102,97,94
CaV13 ICDI inh,-9,-20,-8,-2,-6,-18,-11,-3
ABHD5 PLIN5 PPI,-4,-1,0,4,0,3,8,-1
PDI inh,-5,7,-7,1,3,3,-2,-7
H9c2 protect,-6,-7,-16,-4,1,1,4,6
Granule exo inh,4,6,3,1,7,-3,6,-1
m5-HT2A agonist,3,-3,-3,3,-5,7,7,-1
MC4R barr agon,-1.4,-2.1,0.9,-1.7,-1.1,-0.7,-0.6,-1.7

25	Cc1c(/C=N/NC(=O)c2cccnc2)c2ccccc2n1Cc1ccccc1
26	O=C(CN1CCC(n2nnc3cc(F)ccc32)CC1)N1CCc2ccccc2C1
27	CCn1c2ccccc2c2cc(NC(=O)COC(=O)c3cc(S(N)(=O)=O)c(Cl)cc3Cl)ccc21
28	COc1ccc(CN2C(=O)C(CC(=O)NCc3cccc4ccccc34)CC(C(=O)N(C(C)C)C(C)C)=C2C)cc1 (configuration not stated)
29	CC1CCN(CCc2nc3cc(NC(=O)NC4CCCCC4)ccc3n2C)CC1
30	O=C(CCc1ccc(O)cc1)NN=Cc1cc(Br)ccc1O
31	Cc1cc(=O)[nH]c2c1c(C)nn2C1CCOC(C)(C)C1 (configuration not stated)
32	Cc1nc(CS(=O)(=O)c2ccc(Cl)cc2)cc(N2CCOCC2)n1

compound no.,25,26,27,28,29,30,31,32
N-glyco inh,-3,-6,40*,5,-12,2,3,2
MC4R antag cAMP,-24,3,14,.,-4,-4,-4,22
ABCB6 inh MLPCN,113,98,97,101,101,102,101,98
CaV13 ICDI inh,-5,-6,-1,-7,-3,-6,.,.
ABHD5 PLIN5 PPI,6,1,10,3,12,-1,3,2
PDI inh,-4,4,6,.,5,44*,2,4
H9c2 protect,-10,0,6,-1,5,42,10,-4
Granule exo inh,4,-2,-1,-1,-2,-12,-1,-1
m5-HT2A agonist,-7,-9,-5,2,-1,-9,2,2
MC4R barr agon,1.7,-2.5,4.8,.,-3.0,-2.1,-1.6,-0.9

33	Cc1ccc(C)c(SCC(=O)N(C)C2CCS(=O)(=O)C2)c1 (configuration not stated)
34	Cc1ccccc1OCC(=O)NCCCNC(=O)c1cccnc1
35	O=C(NC1CCCCC1)C(c1ccccc1)n1c(=O)c(-c2cc3ccccc3[nH]2)nc2ccccc21 (configuration not stated)
36	Cc1ccc(S(=O)(=O)NC(CC(=O)NC2CCCC2)c2ccco2)cc1 (configuration not stated)
37	Cc1cccc(C)c1Nc1nnc(SCc2cc([N+](=O)[O-])cc3c2OCOC3)s1
38	CCCN(C(=O)Cc1nc(N)n[nH]1)C1(C(=O)Nc2ccccc2C)CCCCC1
39	Cc1cc(C)cc(NC(=O)c2cc(S(=O)(=O)NCc3ccco3)ccc2F)c1
40	COc1ccccc1NC(=O)CSc1nnc(Cn2c(=O)sc3ccccc32)n1C

compound no.,33,34,35,36,37,38,39,40
N-glyco inh,2,2,.,0,-2,1,11,-5
MC4R antag cAMP,1,12,.,6,13,2,3,-1
ABCB6 inh MLPCN,89,98,.,94,102,103,107,82
CaV13 ICDI inh,-5,-2,-16,.,-7,-5,-6,-9
ABHD5 PLIN5 PPI,0,4,-1,-6,-7,1,-4,3
PDI inh,-12,-16,.,16,2,-10,1,.
H9c2 protect,10,0,.,6,-11,-2,-4,-1
Granule exo inh,-2,4,1,-2,-4,-1,3,4
m5-HT2A agonist,1,-7,7,-4,-3,-1,2,4
MC4R barr agon,-0.6,-0.2,.,-1.6,2.5,-1.9,0.0,-0.1

41	Cc1ccc(NC(=O)CSc2nn3c(=O)c(C)nnc3s2)cc1Cl
42	Cc1ccnc(NS(=O)(=O)c2ccc(NC(=O)Cc3cccs3)cc2)n1
43	C/C(=N\NC(=O)COc1ccccc1[N+](=O)[O-])c1cccs1
44	Cc1cc(OCC(=O)Nc2ccccc2N2CCOCC2)c(C(C)C)cc1Cl
45	Cc1nc2nc3c(c(=O)n2[nH]1)CCCC3
46	CCOC(=O)C1CCN(Cc2cn(C)nc2-c2ccc(Oc3ccccc3)cc2)CC1
47	CN1OC[C@@H]2CN(C(=O)CCc3ccccc3)[C@H](c3ccc(N4CCCCC4)cc3)C[C@@H]21
48	Cc1ccc(NC(=O)COC(=O)C2(CC(=O)NC(C)C)CCCC2)cc1C

compound no.,41,42,43,44,45,46,47,48
N-glyco inh,3,2,1,-5,1,-2,-2,-1
MC4R antag cAMP,-1,7,-34,-3,9,8,.,18
ABCB6 inh MLPCN,101,95,98,102,96,99,102,104
CaV13 ICDI inh,-7,.,4,-5,.,5,-7,-2
ABHD5 PLIN5 PPI,-2,5,-4,-6,-4,8,-6,1
PDI inh,-2,0,6,6,-3,-3,.,-11
H9c2 protect,0,-1,2,-5,-9,-1,6,-7
Granule exo inh,-2,3,0,6,0,3,-11,-15
m5-HT2A agonist,-6,-3,-2,1,-4,-2,-10,3
MC4R barr agon,-1.3,0.0,-1.9,4.7,-1.5,-0.2,.,0.7

Compound profiles (already shown).
CN1OC[C@@H]2CN(C(=O)CCc3ccccc3)[C@H](c3ccc(N4CCCCC4)cc3)C[C@@H]21 in the list: N-glyco inh = -2; MC4R antag cAMP = .; ABCB6 inh MLPCN = 102; CaV13 ICDI inh = -7; ABHD5 PLIN5 PPI = -6; PDI inh = .; H9c2 protect = 6; Granule exo inh = -11; m5-HT2A agonist = -10; MC4R barr agon = .
Cc1ccnc(NS(=O)(=O)c2ccc(NC(=O)Cc3cccs3)cc2)n1 in the list: N-glyco inh = 2; MC4R antag cAMP = 7; ABCB6 inh MLPCN = 95; CaV13 ICDI inh = .; ABHD5 PLIN5 PPI = 5; PDI inh = 0; H9c2 protect = -1; Granule exo inh = 3; m5-HT2A agonist = -3; MC4R barr agon = 0.0

The list goes on:
49	COCc1c(C(=O)N2CCN(c3ccccc3C)CC2)oc2ccccc12
50	CCc1ccc(NC(=O)c2cnn(-c3ccccc3)c2C)cc1
51	CCOc1ccc(NC(=O)CNC(=O)c2nn(-c3ccc(OC)cc3)c(=O)c3ccccc23)cc1
52	O=C(COC(=O)c1cc(-c2cccc(Br)c2)nc2ccccc12)NCC1CCCO1 (configuration not stated)
53	O=C(Nc1ccc(F)cc1)N[C@@H]1CC[C@@H](CCn2cc(-c3ccc(F)cc3)nn2)O[C@@H]1CO
54	Cc1cc(OCC(=O)Nc2ccc(CN3CCOCC3)cc2)c2c(C)cc(=O)oc2c1
55	COCCNc1nnc(SCC(=O)c2c[nH]c3ccccc23)s1
56	COC(=O)C1CCN(C(=O)CSc2nnc(-c3ccncc3)o2)CC1

compound no.,49,50,51,52,53,54,55,56
N-glyco inh,0,-14,1,1,.,4,1,1
MC4R antag cAMP,20,4,6,4,.,0,0,2
ABCB6 inh MLPCN,101,104,98,95,.,99,128,100
CaV13 ICDI inh,-6,-6,-3,-4,-7,-7,-20,.
ABHD5 PLIN5 PPI,1,-6,-3,4,-2,-4,3,-6
PDI inh,2,-7,4,7,.,7,4,0
H9c2 protect,-1,-10,12,11,.,24,0,8
Granule exo inh,3,6,7,8,10,-2,5,0
m5-HT2A agonist,3,1,-4,10,8,-2,2,-2
MC4R barr agon,2.3,5.6,-0.3,3.5,.,-3.3,-0.3,-2.0
